Screening data (PubChem)
ALOX12 inh: ALOX12 (human) lipoxygenase inhibition; 580,000 tested, 1.1% active; P18054; Potency, µM (highest dose often 108 µM), without a hit: at the highest dose activity change, negative = inhibition, usual class: inhibitors; purified 12hLO, xylenol orange hydroperoxide absorbance; active = well fitted inhibition curve with a large enough effect; inconclusive = small, poorly fitted or top-dose-only effect, or another doubt; inactive = no such curve, though single readings can be large or run the other way
Target sequence (P18054 whole entry, looked up): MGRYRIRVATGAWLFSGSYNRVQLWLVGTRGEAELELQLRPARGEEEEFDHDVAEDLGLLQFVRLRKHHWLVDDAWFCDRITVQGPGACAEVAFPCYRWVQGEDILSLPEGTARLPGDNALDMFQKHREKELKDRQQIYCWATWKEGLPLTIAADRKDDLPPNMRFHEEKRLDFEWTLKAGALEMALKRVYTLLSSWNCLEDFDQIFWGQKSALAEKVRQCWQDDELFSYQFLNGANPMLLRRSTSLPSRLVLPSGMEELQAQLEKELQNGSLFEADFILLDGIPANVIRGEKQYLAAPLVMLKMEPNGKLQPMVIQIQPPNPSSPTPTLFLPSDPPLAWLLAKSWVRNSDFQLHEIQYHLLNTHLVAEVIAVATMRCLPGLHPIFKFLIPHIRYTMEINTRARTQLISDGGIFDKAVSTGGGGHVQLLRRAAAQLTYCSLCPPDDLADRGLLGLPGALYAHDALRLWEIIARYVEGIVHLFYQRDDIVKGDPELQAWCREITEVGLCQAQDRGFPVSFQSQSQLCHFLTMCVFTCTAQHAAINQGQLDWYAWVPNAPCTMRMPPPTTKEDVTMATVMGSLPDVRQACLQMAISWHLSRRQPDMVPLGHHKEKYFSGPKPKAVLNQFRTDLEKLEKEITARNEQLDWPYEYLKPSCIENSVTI
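Purified human 12hLO at 150 nM in 25 mM Hepes, 0.01% Triton X-100, pH 7.0, preincubated 15 min at room temperature with compound. Reaction started with 40 uM arachidonic acid, 30 min at room temperature. Hydroperoxide measured by Fe-xylenol orange, 573/405 nm absorbance ratio.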
Numbers without * were called inactive; ? = inconclusive; & = joins results of further samples; [ ] = dose if it differs, or a comment. % is set by controls: 0 for no effect and ±100 for the full control effect; potency is the fitted concentration of half-maximal effect. This is a subset; the hit share may differ from the screen's.

| ALOX12 inh | SMILES |
| --- | --- |
| -10% | CO[C@H]1[C@H](NC(=O)c2ccco2)c2ccccc2C12CCN(Cc1ccc3cccc(F)c3n1)CC2 |
| 31%[activator] | CCn1nc(C)c(CCC(=O)NC2CCCc3c2[nH]c2c(Cl)cccc32)c1C (centres undefined) |
| 3% | CC(Oc1ccc(Cl)cc1)C(=O)NC(C)c1ccccc1 (centres undefined) |
| 18% | Cc1cc(C)c(C)c(S(=O)(=O)N2CCCc3ccccc32)c1C |
| 2% | COc1cccc(N2CCN(C(=O)COc3ccc4c(=O)c(-c5ccccc5)coc4c3)CC2)c1 |
| 12% | CCCCc1[nH]nc2c1C1(C(=O)Nc3ccccc31)C(C#N)=C(N)O2 (centres undefined) |
| -28%[176 µM] | O=C(O)c1cccc(-c2n[nH]c3c2CC(=O)N(c2ccccc2)C3)c1 |
| -3% | CC(C)Cc1nn2c(=O)cc(CSCC(=O)Nc3cccc4ccccc34)nc2s1 |
| -2% | O=C(Cc1ccc(F)cc1)NC1CCN(c2cn[nH]c(=O)c2)CC1 |
| 4%[176 µM] | COC[C@H]1CCCN1[C@@H]1[C@H](O)[C@H](CO)O[C@@H]1CNCc1ccc(F)cc1 |
| 47%[activator] | COc1cccc(C(=O)NCCC2CCN(C(=O)Nc3cccc(C)c3)CC2)c1 |
| 2% | CCCN(CC1CC1)C(=O)CCC[C@@H]1[C@H]2CCCN3CCC[C@@H](CN1C(C)=O)[C@@H]23 |
| 2% | CCN1CCN(c2oc(-c3ccc(S(=O)(=O)N4CCOCC4)cc3)nc2C#N)CC1 |
| 0% | O=C(O)c1ccc(F)c(S(=O)(=O)N2CCC2)c1 |
| 28% | CCC[C@H]1CN(Cc2c(C)noc2C)C[C@@H]1NC(=O)CN(C)C(N)=O |
| 4% | CC1(C)C(=O)N(CCOc2ccccc2)[C@H]2CN(Cc3ccc4c(c3)CCO4)C[C@H]2[S+]1(=O)[O-] |
| 1% | CCc1ccccc1CN1CCC(CO)(CN2CCCC2)CC1 |
| 27%[176 µM] | CCNC(=O)N[C@H]1CO[C@H]2[C@@H]1OC[C@@H]2Nc1nccc(-c2ccc(OC)cc2)n1 |
| 14% | O=[S+]([O-])(c1cccc(C(F)(F)F)c1)N1CCCC2(CC(Cc3ccccc3)=NO2)C1 (centres undefined) |
| ? | c1ccc2sc([C@H]3CCN(Cc4ccc5c(c4)OCO5)C3)nc2c1 |
| 35%[activator] | COCCCn1c(C)cnc1C1CCNC1 (centres undefined) |
| -18% | O=C(Nc1cc(=O)[nH]c2nc(C(F)(F)F)nn12)c1ccccc1F |
| ? | CC1Oc2ccc(NC(=O)c3ccc(F)cc3)cc2CN(Cc2ccc3c(c2)OCO3)C1=O (centres undefined) |
| 5%[176 µM] | O=C(C[C@@H]1C[C@H]2O[C@H](CNC3CCOCC3)[C@@H](O)[C@H]2O1)N1CCC(F)(F)C1 |
| 31%[activator] | COCCN1C(=O)c2cccn2CC1CNC(=O)Nc1ccc(OC)cc1 (centres undefined) |
| -20% | CCC(C)(CNC(=O)NCc1csc(C)n1)N1CCOCC1 (centres undefined) |
| ? | O=C(C=CC#Cc1cccc(NS(=O)(=O)c2ccccc2)c1)NO |
| 5% | CC(C)c1nncn1C1CCN(S(=O)(=O)c2ccc(Br)cc2)CC1 |
| 18% | O=C(Nc1cc(NC(=O)c2ccccc2)c(C(=O)O)cc1C(=O)O)c1ccccc1 |
| -10% | Cc1ccc(C=Nc2c(Br)cc(C)cc2Br)cc1 |
| ? | CC(NC(N)=S)c1ccccc1 (centres undefined) |
| ? | FC(F)Oc1cc(Cl)ccc1C1CC(c2ccc(Br)cc2)n2c(nc3ccccc32)N1 (centres undefined) |
| 89%[activator] | COc1ccc(Cc2nnc(NC(=O)c3cccc(NC(=O)c4ccccc4)c3)s2)cc1 |
| 26%[176 µM] | COc1ccccc1CN1CCNc2cnc(OCc3cccnc3)cc2C1 |
| 3% | Cc1cc(=O)[nH]c(NCCNC(=O)c2cc(-c3cccn3C)n[nH]2)n1 |
| 50%[activator] | CCOCCOC1CCN(C(=O)NCCc2ccccc2)CC1 |
| -28% | Cc1cccc(Cn2c(N3CCN(C(=O)c4ccco4)CC3)nc3c2c(=O)n(C)c(=O)n3C)c1 |
| 2% | Cc1ccc(-c2ncc(NC(=O)c3cccs3)cn2)cc1 |
| -12%[176 µM] | Cc1ccc(S(=O)(=O)NC[C@H]2OC[C@@H](NC3CCN(C)CC3)[C@@H]2O)cc1 |
| 89%[activator][176 µM] | COc1ccc(CN2CCN3C(=O)N(C4CCOCC4)C[C@H]3C2)cc1 |
| -6% | CCOc1ccc(CC(=O)NNC(=S)NCCOC)cc1OCC |
| ? | COc1ccc(C(=O)/C=C/c2ccc(F)cc2)c(OC(=O)c2ccccc2C)c1 |
| 66%[activator] | O=C(CN1CCN(C(=O)c2cc(-c3ccccc3)nc3ccccc23)CC1)NC1CC1 |
| 8%[6.33 µM] | Cn1cccc1CN1CCCC2(C1)C(=NC1CCCCC1)NC(=O)N2c1cc(F)cc(F)c1 (centres undefined) |
| 31%[activator] | O=C(N[C@H]1CC[C@H](Nc2nccc(-c3cccnc3)n2)C1)c1ccc(O)cc1 |
| -8% | O=C(NCCCN1CCCC1=O)c1csc(N2CCN(c3ccccc3F)CC2)n1 |
| -17% | Cn1c(=O)[nH]c(=O)c2c1nc(SCC(=O)c1ccccc1)n2Cc1ccccc1 |
| 2% | CCNC(=O)C1N(C(C)C)C(=O)C12CCCC2 (centres undefined) |
| -15% | COc1c(C)cccc1C(=O)Nc1sc2c(c1C(N)=O)CCCC2 |
| -5%[57.4 µM] | CC[C@H](CC#N)OC(=O)N[C@@H](C)c1cccc(NC(=O)Nc2ccc(-c3cnco3)c(OC)c2)c1 |
| -29% | CCCn1c(NC)nc2c1c(=O)n(C)c(=O)n2C |
| 13%[176 µM] | CN1[C@@H](CCC(=O)N2CCN(c3ccccc3)CC2)CNC(=O)[C@H]2NCC[C@H]21 |
| 6% | CN(CCCc1ccccc1)CC(=O)NC(N)=O |
| ? | CN1CC2(CCN(C(=O)c3ccccc3-c3nn[nH]n3)CC2)CC1C(=O)O (centres undefined) |
| ? | CCOC(=O)C1(Cc2ccc(Cl)cc2)CCN(Cc2ccc(OC)cc2O)CC1 |
| ? | CCCn1c(SCc2ncc(-c3cccc(Cl)c3)o2)n[nH]c1=O |

New compounds follow:
| ALOX12 inh | SMILES |
| --- | --- |
| -60% | COC(=O)c1nc2ccccc2nc1N1CCN(c2ccc(Cl)cc2)CC1 |
| 13% | Oc1ccc(-c2nc(C3CC3)nc3c2CN(Cc2ccc(F)cc2)CC3)cc1 |
| 72%[activator] | Cc1ccc(C(=O)N2CCCC3(CN[S+](=O)([O-])c4ccccc4N3)C2)cc1 (centres undefined) |
| 13% | COC(=O)c1ccc(CN2CCOc3ccc(CN4CCC(O)(c5cccnc5)CC4)cc3C2)cc1 |
| 5%[176 µM] | COc1cccc(N2C(=O)N[C@@H]3CCN(C(=O)c4ccc(C(F)(F)F)cc4)[C@@H]3C2=O)c1 |
| 2% | CN(C(=O)Cc1cccc(C(F)(F)F)c1)c1nc2ccccc2o1 |
| ? | CCCCNc1nc(-c2ccc(N(CC)S(C)(=O)=O)cc2)cs1 |
| 16% | Cc1cc2c(nc1C)oc1c(=O)n(CC(=O)N3CCOCC3)cnc12 |
| 14% | C=CCOc1cccc(-c2nc(C(=O)N(C)Cc3ccccc3)cs2)c1 |
| 24% | CN1CC2(CCN(c3ccc(C#N)cn3)CC2)CC(c2ccccc2)C1=O (centres undefined) |
| -2%[6.33 µM] | COc1ccccc1-c1cc(C(=O)N2CCN(c3ncccn3)CC2)nn2cccc12 |
| 33% | COc1ccc(CN2CC3(CCN(S(=O)(=O)c4cc(F)ccc4F)CC3)C2=O)cc1 |
| 59%[activator][176 µM] | CN1C(=O)C2(CCN(Cc3ccc(F)cc3)C2)c2ccccc21 (centres undefined) |
| 7% | COc1cccc(C(=O)N2CC(F)(F)C[C@H]2c2nc(C)no2)c1OC |
| 3% | COc1ccc(-c2nc3cc(NC(=O)c4cccc([N+](=O)[O-])c4C)ccc3o2)cc1 |
| -1% | CC(=O)c1ccc(NC(=O)Cn2c(=O)n(-c3ccc(F)cc3)c(=O)c3c2cc(C)n3C)cc1 |
| ? | Cc1cc(C)c(NC(=O)CN2CCCN(c3ccc(C(F)(F)F)cn3)CC2)c(Cl)c1 |
| 63%[activator][176 µM] | COc1ccc(CN2C[C@@H](F)[C@@H](OCc3nc4ncccc4[nH]3)C2)cc1 |
| -34% | CCCC1CCC(=NNC(=S)NCc2ccccc2)CC1 (centres undefined) |
| -11% | Cc1ccccc1Nc1nnc(SCC(=O)Nc2ccnn2C2CCCC2)s1 |
| 72%[activator] | Cc1ccc(-c2nc(CNC(=O)[C@@H]3CCCN3)[nH]c2-c2ccccn2)cc1 |
| ? | O=C(Cc1ccccc1)N1CC(=O)N2[C@@H](CO)[C@@H](c3ccc(Br)cc3)[C@@H]2C1 |
| 6% | O=C(c1ccc2cccnc2c1O)N1CCCC(CCc2ccccc2F)C1 (centres undefined) |
| 21% | Cc1ccc(C(=O)N2C[C@@H](Oc3cccnc3)C[C@H]2C(=O)N2CCOCC2)s1 |
| 8% | O=C1OC2(CN1CCOc1ccccc1)CN(C(=O)c1ccc(Oc3ccccc3)cc1)C2 |
| 47%[activator] | O=S(=O)(Cc1ccccc1F)N1CCCC(Cc2noc(-c3cnccn3)n2)C1 (centres undefined) |
| ? | CCc1cccc(CC)c1NC(=O)C(Sc1ccccc1)c1ccccc1 (centres undefined) |
| ? | COc1ccc(C(=O)N(Cc2cc3ccc(C)cc3[nH]c2=O)c2ccc(C)cc2)cc1OC |
| 8% | CC(C)c1nc2ccccc2n1CCNC(=O)CC[C@H]1NC(=O)c2ccccc2NC1=O |
| 54%[activator] | O=C1NC[C@@H](CCC(=O)N2CCc3ccccc32)N2C[C@@H](NS(=O)(=O)c3ccc(F)cc3)C[C@@H]12 |
| ? | CCc1ccc(NC(=O)OC)cc1 |
| -13% | COCCn1c(C)cc(C(=O)COC(=O)c2c(C)nn(Cc3ccc(C)cc3)c2Cl)c1C |
| 26%&8% | Cc1ccc(CN2CCn3c(nn(-c4ccc(C(F)(F)F)cc4)c3=O)C2)cc1 |
| 49% | O=C(Cc1ccccc1)N1CCC2(CC1)CN(Cc1ccccc1)CC2CO (centres undefined) |
| 39%[activator] | Cc1cc(C(=O)N2CCC3(CCCN(C4CCOCC4)C3=O)C2)no1 (centres undefined) |
| 13% | Cc1ccc(C2CCCN2C(=O)Cn2nc(C)c3ccccc3c2=O)cc1 (centres undefined) |
| 11% | O=C1NC2(CCN(Cc3ccc(C(F)(F)F)cc3)C2)OCc2ccccc21 (centres undefined) |
| 36%[176 µM] | COc1cccc(CN2CCC23Cc2ccccc2NC3=O)c1 (centres undefined) |
| -9% | Fc1ccccc1CN1CCC(NCC2CNc3ccnn3C2)CC1 (centres undefined) |
| 9% | CC(CN1CCOCC1)NS(=O)(=O)c1ccc(F)cc1Cl (centres undefined) |
| ? | CCOC(=O)c1c(C)[nH]c(NC(=O)Nc2ccc(-c3ccccc3)cc2)c1C |
| 10% | O=C(NC1CCCC1)c1cc(CN2CCOCC2)on1 |
| -8%[176 µM] | Cc1nn(-c2ccccc2)c(C)c1[C@@H]1C=C[C@@H](NC(=O)CC(C)(C)CC(=O)O)C1 |
| 2% | COc1ccc(NC(=O)NCc2nc(-c3cccc(Cl)c3)oc2C)cc1OC |
| 34% | CCN1C(=O)C2(CCN(C(=O)NC3CCCCC3)CC2)c2ccccc21 |
| 14% | O=C(Nc1ccc(-n2cncn2)nc1)C1CC(=O)N(CC2CC2)C1 (centres undefined) |
| 59%[activator] | CC1=C(C(=O)OC(C)C)C(c2ccccc2Cl)N2C(CC(=O)N3CCCC3)=CSC2=N1 (centres undefined) |
| -3% | COc1cc(OC)cc(C(=O)N2CCC(C(=O)c3ccc4c(c3)OCCO4)CC2)c1 |

Reformatted: 2 of the compounds above
SMILES | ALOX12 inh
COc1ccc(NC(=O)NCc2nc(-c3cccc(Cl)c3)oc2C)cc1OC | 2%
CCN1C(=O)C2(CCN(C(=O)NC3CCCCC3)CC2)c2ccccc21 | 34%

A different layout for 4 compounds above:
CCCC1CCC(=NNC(=S)NCc2ccccc2)CC1 (centres undefined)
- ALOX12 inh: -34%

Cc1ccccc1Nc1nnc(SCC(=O)Nc2ccnn2C2CCCC2)s1
- ALOX12 inh: -11%

Cc1ccc(-c2nc(CNC(=O)[C@@H]3CCCN3)[nH]c2-c2ccccn2)cc1
- ALOX12 inh: 72%[activator]

O=C(Cc1ccccc1)N1CC(=O)N2[C@@H](CO)[C@@H](c3ccc(Br)cc3)[C@@H]2C1
- ALOX12 inh: ?

Remaining list, next part
| ALOX12 inh | SMILES |
| --- | --- |
| 30% | O=C(Nc1ccccc1)N1CCCC(c2nn(-c3ccccc3)c(=O)[nH]2)C1 (centres undefined) |
| -44% | CCc1ccc(CN(C)C(C)C(=O)NCc2cccs2)cc1 (centres undefined) |
| ? | Cc1c(C)n2c3c(=O)[nH]c(=O)n(C)c3nc2n1CCNc1ccc(Cl)cc1 |
| -3% | CCCCCC/C=N/NC(=O)c1cccc2ccccc12 |
| 28% | COC(=O)C(C)Oc1ccc2c(C)c(-c3ccc(OC)c(OC)c3)c(=O)oc2c1 (centres undefined) |
| -3% | Cc1ccc(-c2nn(CC(C#N)CCC#N)c(=O)c3ccccc23)cc1 (centres undefined) |
| ? | CC(Sc1ccc(F)c(Cl)c1)C(=O)NC(C)(C)C (centres undefined) |
| 1%[6.33 µM] | CC(=O)NCC(=O)N1Cc2ccccc2CC2(CCCN2C)C1 (centres undefined) |
| 88%[activator] | CCOc1ccccc1NC(=O)C1CCc2ncc(-c3ccsc3)n2C1 (centres undefined) |
| -23% | CCNC(=O)CN1CCCC(N2CCN(Cc3ccc4c(c3)OCO4)CC2)C1 (centres undefined) |
| 3% | COc1cc(-c2ccc(Cl)cn2)cc2c1OCCN(C(=O)c1ccccc1-n1cccn1)C2 |
